Assay outcomes (PubChem)
Anthrax LF inh2: Bacillus anthracis LF protease inhibitors, primary screen, biochemical, multiplex microsphere, MLPCN library; 360,000 tested, 0.12% active; multiplex microsphere protease cleavage assay; inhibition, % at 10 µM; Lethal factor (Bacillus anthracis), P15917; further: plate controls were buffer without enzyme for full effect and enzyme alone for no effect
SARS 3CLpro inh: SARS-CoV 3CLpro protease inhibitors, primary screen, biochemical, quenched FRET | inhibition, % at 6 µM | 290,000 tested, 0.14% active | AID 1706, 2009 | recombinant SARS-CoV 3CLpro, quenched FRET peptide cleavage | Replicase polyprotein 1ab (Severe acute respiratory syndrome coronavirus), P0C6X7; in the data active means inhibition above about 12%
TcdB inh: TcdB glycohydrolase inhibitors, primary screen, biochemical, single point, plate reader | inhibition, % at 9.99 µM | AID 652162, 2013 | 350,000 tested, 0.24% active | Toxin B (Clostridioides difficile), P18177 | TcdB glycohydrolase enzymatic assay; in the data active means inhibition above about 10%
Y pestis TopoI: Yersinia pestis topoisomerase I inhibitors, primary screen, biochemical, cleavage product accumulation, plate reader, single point; DNA topoisomerase I (Yersinia pestis CO92); Y. pestis Topo-I cleavage product accumulation; activity, % at 10 µM; 360,000 tested, 0.064% active; in the data active means activity above about 50%, passing the limit was not always enough; further: inactives centre near 2
BoNT A protease: BoNT/A light chain protease inhibitors, primary screen, biochemical, flow cytometry, MLPCN library | AID 588499, 2011 | 360,000 tested, 0.17% active | inhibition, % at 10 µM | Botulinum neurotoxin type A light chain protease (Clostridium botulinum A str. ATCC 3502) | multiplex microsphere protease substrate cleavage; further: plate controls were buffer without enzyme for full effect and enzyme alone for no effect
BH1578 lux ind: inducers of Vibrio cholerae quorum light production without autoinducers, primary screen, BH1578 luxS cqsA deficient, single point; V. cholerae BH1578 lux reporter, luminescence, 6 h; activation, % at 18.7 µM; 350,000 tested, 0.16% active; in the data active means activation mostly above about 9.7%, no sharp cut-off; further: not every result past the cut was called active; inactives centre near 0; reference of the scale not given here
PfHsp40 yeast: rescue of yeast from PfHsp40 toxicity, primary screen, S. cerevisiae, ATP luminescence | 340,000 tested, 0.68% active | S. cerevisiae expressing PfHsp40, growth rescue | AID 504582, 2011 | growth rescue, % at 12.5 µM; in the data active means growth rescue above about 28%, passing the limit was not always enough;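 further: yeast W303a lacking pdr1 and pdr3 grown in galactose medium; growth measured after three days at 30 °C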
SSB-PriA inh: inhibitors of Klebsiella pneumoniae PriA binding to SSB C-terminal tail, primary screen, biochemical, AlphaScreen; PriA–SSB C-terminal tail interaction (Klebsiella pneumoniae); AlphaScreen SSBct-PriA binding, biotinylated peptide; inhibition, % at 33 µM; 430,000 tested, 0.6% active; in the data active means inhibition mostly above about 37%, no sharp cut-off; inactive means mostly below about 20%;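 further: plate controls were negative control peptide for no effect and reference peptide for full effect; strong numbers were not always called active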
PrPC surface inh: inhibitors of human cell surface prion protein PrPC, primary screen, cell-based, TR-FRET | 370,000 tested, 0.43% active | Major prion protein (Homo sapiens), P04156 | inhibition, % at 13.8 µM | TR-FRET read-out | AID 720596, 2013; in the data active means inhibition above about 24%; further: 0% = median of the test wells and 100% = reference compound wells
An asterisk follows results filed as active; i = inactive; / = no result given; & = joins results of further samples. Unless noted, no stated cut-off is given here; in the data, active means inhibition above about 30%; inconclusive means no clear call, values can overlap the other calls; inactive means below that. This is a subset (hit frequency here may not be typical).

No.	smiles	Anthrax LF inh2	SARS 3CLpro inh	TcdB inh	Y pestis TopoI	BoNT A protease	BH1578 lux ind	PfHsp40 yeast	SSB-PriA inh	PrPC surface inh
1	CC(C)(C)c1cc(N/C=C\c2nnnn2-c2ccc(Br)cc2)no1	-6	2	/	3	-0.3	2.9	-1.0	-20	1
2	Cc1cccc(N2CCN(C(=O)c3c(-c4ccccc4Cl)noc3C)CC2)c1C	-5	3	-0.7	20	0.4	-0.4	-1.1	/	14
3	Cc1ccc(-n2c(SCC(=O)N(C)C)nnc2-c2ccco2)cc1	-4	4	2.4	1	4.0	-0.6	-0.3	-21	0
4	O=C(Nc1ccc(Cl)cc1)c1cccc(OC(=S)N2CCOCC2)c1	2	5	1.0	9	-3.1	i	3.2	-4	7
5	CCC(CC)c1nnc(NC(=O)C23CC4CC(CC(NC(C)=O)(C4)C2)C3)s1	-1	-1	0.4	9	1.4	i	-0.9	-14	1
6	CCOc1cc(C(=O)NCc2ccc(-c3nc4ccccc4o3)cc2)cc(OCC)c1OCC	-5	1	/	5	-1.1	-0.7	-1.1	-8	0
7	CCOc1ccc(CCNC(=O)c2cccc(S(=O)(=O)N3CCCCC3)c2)cc1OCC	-9	/	1.0	28	-32	-0.7	0.3	10	2
8	COc1ccc(-c2nc3ccccc3s2)cc1	-1	2	0.7	-3	-0.6	-0.3	-0.3	-26	3
9	Cc1ccccc1OCc1n(CC(=O)OC2CC(C)CCC2C(C)C)c2ccccc2[n+]1C (stereo not given)	0&-8	5&0	2.8	0&18	-0.1&0.0	-0.4&-1.9	9.6	15	-7
10	N#Cc1nc(Cc2cccc3ccccc23)oc1NCc1ccc(F)cc1	-4	2	/	40	-0.5	-1.1	1.8	45*	1
11	O=C(CN1C(=O)C(=O)c2ccccc21)OCN1C(=O)c2ccccc2C1=O	2	1	0.4	2	0.6	-0.2	0.4	-14	-21
12	Cn1c(=O)c2c(nc(N/N=C/c3c(O)n(C4CCCCC4)c(=S)[nH]c3=O)n2C)n(C)c1=O	-6	3	-1.0	3	1.5	-0.6	0.5	/	2
13	O=C(Nc1ccc(Cl)cc1)Nc1cnccn1	-1	1	/	-2	0.3	-0.2	1.0	6	10
14	Cc1ccc(/C=C/C(=O)c2ccc(O)cc2)cc1	-6	3	1.6	0	-0.7	-2.2	2.1	8	-1
15	CC(=O)Nc1ccnn1C1CCN(C(=O)c2cccc(C)c2C)CC1	0	1	0.4	3	1.6	-0.5	-0.4	0	1
16	O=C(CSc1nc2ccccc2c(=O)n1-c1ccc(Cl)cc1)c1ccco1	8	2	/	5	1.5	-0.7	-0.3	-1	3
17	COc1ccc(OC)c(C2CC(=O)N3CN(c4cccc(Cl)c4)CSC3=C2C#N)c1 (stereo not given)	-2	3	0.6	13	0.3	-0.2	-0.6	-6	-4
18	COc1cccc(CC(C(=O)Nc2cc(C)ccc2C)c2nn[nH]n2)c1OC (stereo not given)	1	0	/	-16	0.6	i	1.1	-10	-1
19	CN(CCOc1ccc(Br)cc1)CC(O)c1ccccc1 (stereo not given)	7	-2	-1.6	2	-1.3	1.2	-1.1	-6	-3
20	CCc1cc(-c2onc(C)c2-c2cscn2)c(O)cc1OC	0	1	6.1	9	0.1	i	1.6	-1	6
21	Cc1cc(C)n(C(=O)Cn2nc([N+](=O)[O-])cc2C)n1	-5	0	0.6	0	-0.4	-0.5	-2.0	10	-8
22	CC1CCN(C(=O)Cn2c3ccccc3c3nc4n(c(=O)c32)CCS4)CC1	0	5	0.3	-2	0.4	i	0.9	-13	7
23	CC(C)OC(=O)C(C(=O)C(F)(F)F)c1cc(NS(=O)(=O)c2ccc3ccccc3c2)c2ccccc2c1O (stereo not given)	-4	5	/	-3	-1.5	-6.2	1.5	12	/
24	COc1ccc(N(CC(=O)NC(C)(C)C)S(=O)(=O)c2ccccc2)cc1OC	-1	-3	1.5	0	0.1	1.7	7.1	-1	7
25	CC(=O)c1ccc(NC(=O)c2ccc(NC(=O)CCS(=O)(=O)c3cccs3)cc2)cc1	-4	4	1.7	26	-0.3	i	-0.2	-3	0
26	CCCCn1c(N)c(N(CC)C(=O)CCNC(=O)NC23CC4CC(CC(C4)C2)C3)c(=O)[nH]c1=O	-2	-4	-1.3	3	-1.2	-0.5	-0.1	-9	2
27	CC(Oc1ccccc1)C(=O)Nc1ccc(S(=O)(=O)N2CCOCC2)cc1 (stereo not given)	-1	4	1.0	10	-0.7	i	-1.2	-3	-3
28	CSc1ccc(CN(C)C(=O)c2cc3ccccc3o2)cc1	0	-3	1.4	54*	1.3	0.0	3.7	-10	3
29	CC1CN(C(=O)c2cnn3c(C(F)F)cc(-c4ccccc4)nc23)CC(C)O1 (stereo not given)	17	1	/	2	0.6	/	2.3	-24	-1
30	Cc1cc(NC(c2ccc(Cl)cc2)c2ccc3cccnc3c2O)no1 (stereo not given)	0	9	/	-13	-1.9	i	44*	82	18
31	O=C(Nc1ccn(CC(=O)N2CCN(c3ccccn3)CC2)c(=O)n1)OCc1ccccc1	-4	/	0.8	0	-0.2	i	0.7	7	-8
32	CC(C)Cn1c(N)c(C(=O)COC(=O)c2cc(C3CC3)nc3ccccc23)c(=O)n(C)c1=O	/	6	-13	/	/	/	/	-8	12
33	CCOc1cc(N2CCOCC2)c(OCC)cc1NC(=O)CN1C(=O)NC2(CCCCCCC2)C1=O	-2	0	-0.7	13	-0.5	-0.4	0.2	12	-2
34	CCCc1cc(=O)n2nc(N3CCC(C(=O)N4CCN(c5ccc(OC)cc5)CC4)CC3)sc2n1	-2	-7	1.1	15	0.6	-0.3	1.3	-12	16
35	CCOc1cccc(=O)c2c(C)n(-c3ccc(C(=O)O)cc3)c(C)c12	3	-2	-1.5	16	-1.7	i	1.4	-1	-5
36	CCc1ccc(NC(=O)CCCN2C(=O)C3CC=CCC3C2=O)cc1 (stereo not given)	4	2	-1.8	-2	-0.7	-1.1	1.8	-9	9

37. CC1=NN(c2ccccc2)C(=O)/C1=C/c1cc(C)n(C2CC2)c1C
38. CCOc1ccc(Nc2nc(Nc3ccc(O)cc3)nc(C)c2[N+](=O)[O-])cc1
39. CCCn1c(N)c(N(CCOC)C(=O)CCC2CCCCC2)c(=O)[nH]c1=O
40. COC(=O)c1nonc1NCn1nnc2ccccc21
41. COc1cccc(N(CC(=O)NCCSCc2ccco2)S(=O)(=O)c2ccccc2)c1

| Compound | 37 | 38 | 39 | 40 | 41 |
| --- | --- | --- | --- | --- | --- |
| Anthrax LF inh2 | -2 | -2 | -4 | -2 | 7 |
| SARS 3CLpro inh | -3 | 4 | / | -4 | 0 |
| TcdB inh | 1.0 | 1.0 | 1.3 | / | -1.5 |
| Y pestis TopoI | 6 | 1 | -1 | -8 | 29 |
| BoNT A protease | 1.2 | 0.8 | -4.4 | -0.4 | -0.3 |
| BH1578 lux ind | -1.4 | -0.8 | i | -0.8 | -16 |
| PfHsp40 yeast | -0.5 | -1.4 | -0.3 | 0.9 | 0.2 |
| SSB-PriA inh | -7 | -5 | 0 | -5 | 6 |
| PrPC surface inh | 9 | -6 | -3 | 2 | 2 |

42. CCCCS(=O)(=O)Nc1ccc2ncn(C)c(=O)c2c1
43. CCOc1ccc2[nH]c(=O)c(CN(Cc3ccccc3OC)C(=O)c3ccccc3)cc2c1
44. CN(C(=O)c1ccccc1)c1ccc(OCC(=O)NC2CCS(=O)(=O)C2)cc1 (stereo not given)
45. Cc1ccc(NC(=O)c2cccc(NC(=O)CC3SC(N4CCCCC4)=NC3=O)c2)nc1 (stereo not given)
46. Cc1c(N=Nc2ccc(N(C)C)cc2)c(=O)n(-c2ccccc2)n1C

| Compound | 42 | 43 | 44 | 45 | 46 |
| --- | --- | --- | --- | --- | --- |
| Anthrax LF inh2 | 0 | 0 | -4 | 6 | 2 |
| SARS 3CLpro inh | -1 | -5 | -4 | / | 0 |
| TcdB inh | 0.8 | / | / | 0.8 | -16 |
| Y pestis TopoI | 4 | 4 | 1 | 21 | -2 |
| BoNT A protease | 0.1 | 0.9 | -0.9 | 0.0 | -1.0 |
| BH1578 lux ind | -1.4 | i | i | -1.4 | 0.4 |
| PfHsp40 yeast | -1.1 | 0.9 | -0.3 | 0.8 | 0.5 |
| SSB-PriA inh | -13 | -11 | -12&-12 | -4 | 19 |
| PrPC surface inh | 11 | -5 | 3 | -5 | -30 |

Five entries from above, with two lines to a compound:
Under each structure – Anthrax LF inh2 | SARS 3CLpro inh | TcdB inh | Y pestis TopoI | BoNT A protease | BH1578 lux ind | PfHsp40 yeast | SSB-PriA inh | PrPC surface inh
[42] CCCCS(=O)(=O)Nc1ccc2ncn(C)c(=O)c2c1
    0 | -1 | 0.8 | 4 | 0.1 | -1.4 | -1.1 | -13 | 11
[43] CCOc1ccc2[nH]c(=O)c(CN(Cc3ccccc3OC)C(=O)c3ccccc3)cc2c1
    0 | -5 | / | 4 | 0.9 | i | 0.9 | -11 | -5
[44] CN(C(=O)c1ccccc1)c1ccc(OCC(=O)NC2CCS(=O)(=O)C2)cc1 (stereo not given)
    -4 | -4 | / | 1 | -0.9 | i | -0.3 | -12&-12 | 3
[45] Cc1ccc(NC(=O)c2cccc(NC(=O)CC3SC(N4CCCCC4)=NC3=O)c2)nc1 (stereo not given)
    6 | / | 0.8 | 21 | 0.0 | -1.4 | 0.8 | -4 | -5
[46] Cc1c(N=Nc2ccc(N(C)C)cc2)c(=O)n(-c2ccccc2)n1C
    2 | 0 | -16 | -2 | -1.0 | 0.4 | 0.5 | 19 | -30

Later entries.
47. O=C(CSc1nccc(=O)[nH]1)NCc1ccc(Cl)cc1
48. Cc1occc1C(=O)NNC(=O)c1nn(C)c(=O)c2ccccc12
49. COc1ccc(Cn2c(SCc3ccccc3C)nc3cc(OC)c(OC)cc3c2=N)cc1
50. COc1cccc(NC(=O)Cn2c3ccc(F)cc3c3nc4n(c(=O)c32)CCS4)c1
51. CN(C)CCCN(C(=O)c1ccc(S(=O)(=O)N(C)C2CCCCC2)cc1)c1nc2ccc(Br)cc2s1

| Compound | 47 | 48 | 49 | 50 | 51 |
| --- | --- | --- | --- | --- | --- |
| Anthrax LF inh2 | -6 | 0 | / | 0 | -4 |
| SARS 3CLpro inh | 1 | 2 | 2 | 2 | -3 |
| TcdB inh | -2.6 | 0.9 | / | 0.3 | 1.4 |
| Y pestis TopoI | -1 | -7 | 13 | -1 | -2 |
| BoNT A protease | -1.2 | -0.4 | / | -1.4 | -2.6 |
| BH1578 lux ind | i | -0.1 | -0.4 | i | i |
| PfHsp40 yeast | -0.4 | -0.7 | 2.1 | -0.1 | -0.4 |
| SSB-PriA inh | -12 | -1 | / | 4 | -13&-3&31 |
| PrPC surface inh | 8 | 6 | -7 | 2 | -11 |
